Assay outcomes as filed in PubChem BioAssay.
PolyA inhibitor: inhibitors of polyadenylation in S. cerevisiae; S. cerevisiae SKY197-pL101 polyadenylation reporter, beta-gal luminescence; efflux-impaired pdr1/pdr3 knockout yeast; score 100 = 6 SD above DMSO; calls only at 12 µM; 300,000 tested, 0.02% active;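 active means lowest replicate activity score at least 50, where 100 means six control SD above control mean; inconclusive means lowest score under 50 but half or more replicates reach 50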;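 further: yeast exposed to compound for 9 h at 30 °C; higher score means more reporter readthrough which indicates perturbed polyadenylation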
MrgX1 ag: agonists of human MrgX1 receptor. 310,000 tested, 0.44% active. MrgX1-HEK293 cells, Fluo-4 calcium fluorescence, agonist mode; hits give high values. AID 588627. B-score at 10 µM;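 active means calcium response B-score plate-corrected fluorescence ratio at least 3 library SD, with starting fluorescence B-score inside 5 SD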
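Test system: HEK293 cells stably expressing human MrgX1 receptor; Input: fifteen thousand cells per well; Dosing: compound delivered in addition one of three; Schedule: overnight seeding, then 1 h dark dye loading; Technique: Fluo-4 NW calcium fluorescence; Measure: B-scored fluorescence response ratio; Controls: positive and negative controls per plate.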
MrgX1 allo act: human MrgX1 positive allosteric modulation, primary screen; MrgX1-HEK293, Fluo-4 calcium flux, FDSS; hits give high values; B-score at 10 µM; AID 588675; 310,000 tested, 0.63% active;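 active means plate-corrected calcium response at least 3 library SD above typical, normal starting fluorescence, not activating the receptor alone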;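 further: compound read alongside a low EC10 to EC30 dose of BAM8-22 agonist; peak minus trough fluorescence over baseline measured at the second addition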
TRPC6 inh: mouse TRPC6 channel inhibition; HEK293-TRPC6, membrane potential dye, ACh-evoked depolarization; hits give low values; B-score at 10 µM; 310,000 tested, 1.1% active; AID 2553;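 active means B-score under library mean minus 3 SD, initial fluorescence not abnormally high, positive integrated signal ratio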;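 further: B-score derived from integrated fluorescence ratio over the kinetic read; more negative B-score means stronger inhibition of depolarization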
TRPC4 potent: allosteric potentiators of mouse TRPC4 channel; HEK293 TRPC4beta/mu-opioid, DAMGO EC20, Fluo-4 Ca2+ flux; hits give high values; B-score at 10 µM; 310,000 tested, 0.42% active;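 active means B-score of calcium response area above 5 SD of library B-scores, with initial fluorescence ratio within 5 SD of library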;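 further: B-score of integrated fluorescence ratio over time as area under calcium response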
Target sequence (Q9QUQ5 whole entry, looked up): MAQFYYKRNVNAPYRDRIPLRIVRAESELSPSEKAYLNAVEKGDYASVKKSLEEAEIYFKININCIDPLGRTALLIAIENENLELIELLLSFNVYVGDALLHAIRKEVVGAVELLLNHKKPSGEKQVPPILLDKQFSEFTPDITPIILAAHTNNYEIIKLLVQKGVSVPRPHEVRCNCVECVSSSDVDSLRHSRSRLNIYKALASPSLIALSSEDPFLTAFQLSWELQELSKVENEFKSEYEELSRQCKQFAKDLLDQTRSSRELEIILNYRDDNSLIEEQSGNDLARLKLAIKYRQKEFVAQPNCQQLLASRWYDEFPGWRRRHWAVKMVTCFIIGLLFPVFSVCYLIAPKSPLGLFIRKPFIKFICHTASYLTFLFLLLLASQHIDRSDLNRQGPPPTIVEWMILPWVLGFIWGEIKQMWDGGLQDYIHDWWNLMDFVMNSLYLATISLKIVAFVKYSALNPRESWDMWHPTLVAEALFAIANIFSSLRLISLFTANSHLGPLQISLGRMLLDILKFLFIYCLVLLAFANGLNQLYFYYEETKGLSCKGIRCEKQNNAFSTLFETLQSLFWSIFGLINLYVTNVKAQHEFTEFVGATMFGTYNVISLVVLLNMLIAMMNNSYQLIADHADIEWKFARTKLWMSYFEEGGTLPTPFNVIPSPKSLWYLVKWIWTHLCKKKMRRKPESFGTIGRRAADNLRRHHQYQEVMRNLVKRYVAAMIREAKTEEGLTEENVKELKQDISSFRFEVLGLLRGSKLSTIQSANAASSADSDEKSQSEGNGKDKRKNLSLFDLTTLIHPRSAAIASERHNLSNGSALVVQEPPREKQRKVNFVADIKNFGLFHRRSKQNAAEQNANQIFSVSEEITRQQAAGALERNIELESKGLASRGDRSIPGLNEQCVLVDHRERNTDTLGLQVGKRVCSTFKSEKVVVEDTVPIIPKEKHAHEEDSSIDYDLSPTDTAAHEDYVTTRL
AI-2 QS mod: modulators of Vibrio harveyi AI-2 quorum sensing system. Vibrio harveyi JMH597 AI-2 luminescence/OD600 ratio, 9 h; hits give low values; strain lacks LuxN and CqsS sensors; 0 = neutral-control median. activity change, % at 7.5 µM. 300,000 tested, 0.4% active. AID 2094; in the data active means activity change below about -75%, passing the limit was not always enough; inconclusive means no clear call, values can overlap the other calls;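 further: luminescence divided by OD600 gain over 9 h not by final OD600 alone; inactives centre near 13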
TRPC6 act: mouse TRPC6 channel activation | Q61143 | 310,000 tested, 0.13% active | HEK293-TRPC6 membrane potential dye fluorescence; hits give high values | B-score at 10 µM;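 active means B-score of the integrated fluorescence ratio above library mean plus 3 SD, and starting fluorescence ratio within library mean plus 5 SD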;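 further: higher score means more depolarization so channel activation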
TRPC4 agonist: TRPC4 (mouse) channel activation | AID 2237 | Q9QUQ5 | B-score at 10 µM | HEK293 TRPC4beta/mu-opioid, Fluo4 calcium fluorescence; hits give high values | 310,000 tested, 0.49% active;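 active means B-score above 5 SD of library B-scores, and initial fluorescence ratio not above library mean plus 5 SD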;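 further: positive B-score marks a calcium rise read as TRPC4 activation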
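Technique: kinetic Fluo4 calcium fluorescence; Test system: TRPC4beta and mu-opioid receptor HEK293 stable cells; Measure: B-scored integrated calcium fluorescence ratio; Benchmarks: low control buffer alone, high control maximal DAMGO; Schedule: 45 min room-temperature Fluo4 loading, 110 s read.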
TRPC4 block: TRPC4 (mouse) channel inhibition. Q9QUQ5. HEK293 TRPC4beta/mu-opioid, DAMGO-evoked Fluo4 calcium flux; hits give low values. B-score at 10 µM. 300,000 tested, 0.39% active;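 active means B-score over 3 SD under the library average, no early fluorescence shift, positive overall ratio signal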
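Assay system – HEK293 line stably carrying TRPC4beta and mu-opioid receptor · Doses – single dose · Detection – Fluo4 calcium-dye fluorescence, kinetic read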
HIF act: HIF pathway transcriptional activation; 300,000 tested, 0.32% active; activation, % at 7.5 µM (by protocol); U2OS HRE-luciferase reporter, luminescence; normalized: DMSO 0%, desferrioxamine 100%;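 active means mean activation of at least 10% of the iron chelator positive control signal, with at least half of replicates also reaching 10%; inconclusive means mean and replicate majority disagree about reaching 10%; inactive means mean and most replicates under 10%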
MrgX1 antag: blocks BAM8-22 activation of human MrgX1 receptor. Q96LB2. MRGX1-HEK293 calcium flux, Fluo-4, BAM8-22 antagonism; hits give low values. B-score at 10 µM. 310,000 tested, 1.3% active. AID 588676;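 active means calcium-response B-score plate-corrected more than 3 library SD below zero, starting fluorescence within 5 deviations, no agonist response on first addition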;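 further: peak minus trough fluorescence over baseline after final BAM8-22 challenge near maximal dose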
* hit, by the source's call; i = inactive; u = inconclusive; x = not tested or not shown. These rows are one share of the data; the hit share may differ from the screen's.

No.	smiles	PolyA inhibitor	MrgX1 ag	MrgX1 allo act	TRPC6 inh	TRPC4 potent	AI-2 QS mod	TRPC6 act	TRPC4 agonist	TRPC4 block	HIF act	MrgX1 antag
1	CC(C)(C)n1c(=O)[nH]c2c(c1=O)CCC2	i	i	i	i	i	-2	i	i	i	-0.1	-7.9*
2	CCOC(=O)c1c(/N=C/c2ccc(OC)cc2O)sc2c1CCN(C)C2	i	i	i	i	i	20	i	i	i	-0.4	-4.8*
3	O=C(Nc1ccc(CN2CCS(=O)(=O)CC2)cc1)c1ccc(F)cc1	i	i	i	i	i	-25	i	i	i	0.0	i
4	CC(C)Cn1c(=O)c(C(=O)NCc2ccccn2)c(O)c2ccccc21	i	i	i	i	i	16	i	i	i	0.0	i
5	CSc1ccc(CN2CCC(n3nccc3NC(=O)C3CCOC3)CC2)cc1 (stereo not given)	i	i	i	i	i	17	i	i	i	-0.9	i
6	CC[C@@]1(c2ccccc2)C(=O)N(C(=O)OC)N1C(=O)OC	i	i	i	i	i	12	i	i	i	0.6	-8.6*
7	Cc1cccc(C)c1NC(=O)CNC(=O)C(NC(=O)c1ccc(C(C)(C)C)cc1)C(C)C (stereo not given)	i	i	i	i	i	9	i	i	i	-0.5	i
8	CN1C[C@@H]2C[C@@H](c3ccc(C#CC(C)(C)O)s3)N3CCC[C@@]23C1=O	i	i	i	i	i	28	i	i	i	-0.2	i
9	CCCCn1c(N)c(N(CC)C(=O)c2ccc(C#N)cc2)c(=O)[nH]c1=O	i	i	i	i	i	3	i	i	i	0.3	i
10	O=C(c1ccc([N+](=O)[O-])cc1)N1C=CC(C(F)(F)F)=NCC1	i	i	i	i	i	23	i	i	i	2.6	i
11	O=S(=O)(Cc1cc(Cl)nc(-c2ccccc2)n1)c1ccccc1	i	i	i	i	i	17	i	i	i	-0.1	i
12	Cn1cnnc1SCCC(=O)Nc1ccc(Cl)cc1	i	i	i	i	i	22	i	i	i	0.7	-5.8*
13	COc1cc(NS(=O)(=O)c2ccc(NC(=O)c3ccc(S(=O)(=O)N4CCCC4)cc3)cc2)ncn1	i	i	i	i	i	23	i	i	i	0.1	i
14	CC1CCN(CCCn2c(SCC(=O)NC3CCCC3)nc3ccccc3c2=O)CC1	i	i	i	i	i	6	i	i	i	-0.4	i
15	CCOC(=O)Cn1c(=O)c2c(nc3n2CCCN3Cc2ccccc2)n(C)c1=O	i	i	i	i	i	17	i	i	i	-0.7	i
16	COc1cc(CNCc2ccco2)ccc1OCc1ccccc1	i	i	i	i	i	9	i	i	i	0.6	i
17	CC(=O)Nc1c2c(nn1-c1cccc(C)c1)CSC2	i	i	i	i	i	18	i	i	i	0.3	i
18	O=C(O)C1[C@H]2C(=O)N(C3CCCC3)C[C@]23C=C[C@H]1O3 (stereo not given in full)	i	i	i	i	i	7	i	i	i	x	i
19	CN1CCN(S(=O)(=O)c2cccc(C(=O)Nc3nc(-c4ccccc4)cs3)c2)CC1	x	i	i	i	i	6	i	i	i	-0.2	i
20	CCCc1cc(=O)n2[nH]c(NCc3ccc(OC)c(OC)c3)nc2n1	i	i	i	i	i	30	i	i	i	-0.3	i
21	C/C(=C\c1ccccc1)CN1CCC(C(=O)N2CCCC(C)C2)CC1 (stereo not given)	i	i	i	i	i	27	i	i	i	0.1	i
22	COc1ccc(C(=O)COC(=O)c2ccc(N(C)C)cc2)cc1	i	i	i	i	i	16	i	i	i	2.3	i
23	CCN1CCc2c(OCC(=O)Nc3ccc(C)cc3)cccc2C1=O	i	i	i	i	i	3	i	i	i	-0.5	i
24	N=c1c(C(=O)NCc2ccccc2)cc2c(=O)n3ccccc3nc2n1Cc1ccco1	i	i	i	i	i	16	i	i	i	0.6	i
25	Cc1ccc(OCC(=O)Nc2ccc(S(=O)(=O)N3CCOCC3)cc2)c(Br)c1	i	i	i	i	i	17	i	i	i	1.2	i
26	CCOc1ccccc1N(C)C(=O)Cn1ncc2c([nH]c3ccc(C)cc32)c1=O	i	i	i	i	i	-6	i	i	i	-0.2	i
27	CS(=O)(=O)N1CCN(C(=O)CSc2ccccc2)CC1	i	i	i	i	i	15	i	i	i	-0.1	i
28	Cc1ccc(C(=O)COC(=O)CNC(=O)Cc2ccccc2)cc1	i	i	i	i	i	24	i	i	i	0.2	i
29	COC(=O)c1cc(OC)c(OC)cc1NC(=O)c1ccc(Br)o1	i	i	i	i	i	u	i	i	i	0.1	i
30	COC(=O)c1cc(S(=O)(=O)NCC2CCN(Cc3ccc(C)cc3)CC2)cn1C	i	i	i	i	i	16	i	i	i	x	i

No.	smiles	PolyA inhibitor	MrgX1 ag	MrgX1 allo act	TRPC6 inh	TRPC4 potent	AI-2 QS mod	TRPC6 act	TRPC4 agonist	TRPC4 block	HIF act	MrgX1 antag
31	O=c1c2ccccc2nnn1CSc1nnc2sc3ccccc3n12	i	i	i	i	i	19	i	i	i	0.1	i
32	Cc1cc(C)c(S(=O)(=O)N2CCCCC2)c(C)c1N(C)S(=O)(=O)c1ccccc1	i	i	i	i	i	4	i	i	i	-0.2	i
33	Cc1ccc(-c2nn(-c3ccccc3)cc2CC(=S)N2CCOCC2)cc1	i	i	i	i	i	5	i	i	i	-0.7	i
34	O=C(Cn1cc2c(n1)CCCC2)NCCCN1CCCC1	i	i	i	i	i	-2	i	i	i	0.0	i
35	O=C(Nc1ccccc1N1CCOCC1)c1cccs1	i	i	i	i	i	10	i	i	i	-7.1	i
36	CC(=O)c1c(O)ccc2c(-c3ccccc3)cc(=O)oc12	i	i	i	i	i	-5	i	i	i	0.0	i
37	COc1ccccc1NC(=O)CSc1nnc(-c2ccco2)n1Cc1ccco1	i	i	i	i	i	10	i	i	i	-0.2	i
38	COc1ccc(C2SCC(=O)N2c2c(C)n(C)n(-c3ccccc3)c2=O)c(OC)c1 (stereo not given)	i	i	i	i	i	7	i	i	i	0.1	i
39	CCN1C(=O)[C@H]2[C@@H](c3ccc(-c4ccccc4)cc3)N[C@@](CC(C)C)(C(=O)OC)[C@H]2C1=O	i	i	i	i	i	19	i	i	i	-0.2	i
40	Cc1cccc(NC(=O)C2CCN(S(=O)(=O)c3c(C)c(C)cc(C)c3C)CC2)n1	i	i	i	i	i	24	i	i	i	1.0	i
41	N/C(Cc1cccs1)=N\OC(=O)COc1ccc(Cl)cc1Cl	i	i	i	i	i	8	i	i	i	2.3	i
42	O=C(N/N=C/c1ccc2c(c1)OCO2)c1ccc(NC(=O)c2ccccc2Cl)cc1	i	i	i	i	i	33	i	i	i	0.1	i
43	COC(=O)Nc1ccc2c(c1)Nc1ccccc1CC2	i	i	i	i	i	-71	i	i	i	1.7	i
44	CCc1cc2cccc(C)c2nc1SCC(=O)NNC(=O)c1ccco1	i	i	i	i	i	26	i	i	i	-0.4	i
45	O=C(NCC(c1ccco1)N1CCc2ccccc21)c1ccc([N+](=O)[O-])cc1 (stereo not given)	i	i	i	i	i	0	i	i	i	-1.3	i
46	CC(C)(C)C(=O)NCCCc1ccccc1	i	i	i	i	i	10	i	i	i	-0.3	i
47	COc1ccccc1C1C(C#N)=C(N)N(c2cccnc2)C2=C1C(=O)CC(C)(C)C2 (stereo not given)	i	i	i	i	i	10	i	i	i	-0.5	-8.8*
48	CCC[N+](CC#Cc1ccccc1)(CCC)CC(=O)c1ccc(Cl)cc1	i	i	i	-5.7*	i	8	i	i	i	-0.3	i
49	CC1=C(C(=O)OCC2CCCO2)C(c2ccc(C)o2)C2=C(CC(c3ccc(F)cc3)CC2=O)N1 (stereo not given)	i	i	i	i	i	x	i	i	i	0.3	i
50	Cc1ccc(Cl)cc1NC(=O)C1CCCN(c2cnccn2)C1 (stereo not given)	i	i	i	i	i	22	i	i	i	0.9	i
51	C=CCOc1cccc(C2C(C(=O)c3ccco3)=C(O)C(=O)N2Cc2cccnc2)c1 (stereo not given)	i	i	i	i	i	28	i	i	i	-0.1	i
52	Cc1ccc(-c2cc(C(=O)NCCCn3ccnc3)c3ccccc3n2)s1	i	i	i	i	i	2	i	i	i	0.6	i
53	O=C(NC(=S)Nc1ccc(CN2CCOCC2)cc1)c1cccc(F)c1	i	x	x	i	i	19	i	i	i	0.7	x
54	COc1ccc(NC(=O)c2ccccc2SC)cc1	i	i	i	i	i	11	i	i	i	0.1	i
55	CCCOc1ccc(C(=O)OCC(=O)NCCc2ccc(OCC)c(OCC)c2)cc1OC	i	i	i	i	i	23	i	i	i	-0.7	i
56	COCCn1c(N)c(Sc2ccc([N+](=O)[O-])cc2)c(=O)[nH]c1=O	i	i	i	i	i	12	i	i	i	-0.5	i
57	CC(C)c1ccc(NC(=S)NNC(=O)C2CC2)cc1	i	i	i	i	i	-5	i	i	i	-0.7	i
58	CCOc1cc(/C=N/NC(=O)CN2CCCCC2)ccc1OCc1ccccc1	i	i	i	i	i	17	i	i	i	0.7	i
59	CCC(C)NC(=O)C1CCN(S(=O)(=O)N2CCOCC2)CC1 (stereo not given)	i	i	i	i	i	43	i	i	i	-0.2	i
60	CCc1nn(CC(=O)NCCCN2CCN(CC)CC2)c(=O)c2cc3occc3n12	i	i	i	i	i	11	i	i	i	0.4	i

No.	smiles	PolyA inhibitor	MrgX1 ag	MrgX1 allo act	TRPC6 inh	TRPC4 potent	AI-2 QS mod	TRPC6 act	TRPC4 agonist	TRPC4 block	HIF act	MrgX1 antag
61	COc1ccccc1-n1c(SCC(=O)N2CCCC2)nnc1-c1ccccc1	i	i	i	i	i	26	i	i	i	0.0	i
62	CN1C=CC(=CC=C2C=CC(=O)C=C2)C=C1	i	i	i	i	i	12	i	i	i	-0.7	i
63	CCOC(=O)c1c(C)c(C(=O)N2CCN(C(=O)c3ccco3)CC2)c(C)n1C	i	i	i	i	i	7	i	i	i	0.2	i
64	COc1ccccc1CNC(=O)CSc1ccsc1[N+](=O)[O-]	i	i	i	i	i	8	i	i	i	2.6	i
65	Fc1ccccc1-n1cc(-c2ccccc2)[nH]c1=S	i	i	i	i	i	23	i	i	i	3.6	i
66	Cc1c(C(=O)c2ccc(Cl)c([N+](=O)[O-])c2)c2ccccn2c1CCC#N	i	i	i	i	i	3	i	i	i	-0.2	i
